Screening data (PubChem BioAssay)
RNase H inhibition: RNase H inhibition, HIV 1 Gag Pol polyprotein, FRET biochemical assay, screening (AID 372). HIV-1 RT RNase H, FRET RNA/DNA substrate fluorescence; higher % means a stronger effect. 0.77% of 100,000 active. inhibition, % at 10 µM; hits with a dose series show IC50 in µM; in the data active = inhibition above about 50%
* marks the source's active call; other numbers are inactive results. The list is partial; the hit share may differ from the screen's.

| canonical_smiles | RNase H inhibition |
| --- | --- |
| CCOC(=O)C1=C(C)N=c2s/c(=C\c3ccc(OC)cc3)c(=O)n2C1c1cccc([N+](=O)[O-])c1 (stereo not given) | 2% |
| Cc1ccc(NC(=S)NC(=O)/C=C/c2ccco2)c(Br)c1 | 16% |
| COc1cc(NC(=O)c2ccccc2OC)cc(OC)c1 | 6% |
| CCOc1ccc(N2C(=O)/C(=C/c3ccc(C)o3)SC2=S)cc1 | 20% |
| CCCCNCCCCOc1ccc([N+](=O)[O-])cc1 | 0% |
| COc1ccc(OC)c(NC(=O)c2ccc(OC)c(I)c2)c1 | 16% |
| Cc1cc(OCCOc2ncnc3ccccc23)ccc1Cl | 13% |
| COc1ccccc1CNC(=O)c1ccc(Cl)c([N+](=O)[O-])c1 | 15% |
| Cc1ccccc1OCc1nnc(Sc2nc3ccc([N+](=O)[O-])cc3s2)n1-c1ccccc1 | 12% |
| O=[N+]([O-])c1cccc(S(=O)(=O)Nc2ccccc2CO)c1 | 3% |
| CC(C)c1ccc(/C=C/C(=O)Nc2ccc(I)cc2)cc1 | 0% |
| CN(C)c1ccc(C(C#N)(C#N)C2C(=O)c3ccccc3C2=O)cc1 | 0% |

Exported field by field: entries from further up.
COc1ccccc1CNC(=O)c1ccc(Cl)c([N+](=O)[O-])c1
  RNase H inhibition = 15%
Cc1ccccc1OCc1nnc(Sc2nc3ccc([N+](=O)[O-])cc3s2)n1-c1ccccc1
  RNase H inhibition = 12%
O=[N+]([O-])c1cccc(S(=O)(=O)Nc2ccccc2CO)c1
  RNase H inhibition = 3%
CC(C)c1ccc(/C=C/C(=O)Nc2ccc(I)cc2)cc1
  RNase H inhibition = 0%

Following part.
| canonical_smiles | RNase H inhibition |
| --- | --- |
| O=C(N/N=C/c1ccccc1)c1ccccc1Cl | 0% |
| CC(C)(C)c1ccc(O)c(N=Cc2ccc(-c3ccc([N+](=O)[O-])cc3)o2)c1 | 1% |
| O=C(/C=C/c1c(Cl)cccc1Cl)Nc1ccccc1F | 0% |
| C=CCc1cc(/C=C2/C(=O)NC(=O)N(c3cccc(C)c3)C2=O)cc(OC)c1O | 16% |
| C/C(=N\Nc1nc(C)cc(C)n1)c1ccc(Br)cc1 | 4% |
| CCOc1ccc(C=Nc2ccc(F)cc2)cc1 | 7% |
| CC/C(Cc1ccccc1)=N\NC(=O)c1ccncc1 | 7% |
| Clc1ccc(OCCCCN2CCOCC2)cc1 | 0% |
| CC(NC(=O)c1cccs1)c1ccccc1 (stereo not given) | 0% |
| Oc1ccc(Cl)cc1/C=N/c1nccs1 | 0% |
| O=C(NCCCCCCNC(=O)c1ccc(CN2CCOCC2)cc1)c1ccc(CN2CCOCC2)cc1 | 19% |
| Cc1occc1C(=O)N/N=C/c1ccccc1 | 5% |
| CCOc1ccc(/C=C2\SC(=S)N(CCC(=O)N3CCOCC3)C2=O)cc1 | 3% |
| CCOc1ccc(OCCOCCOc2ccc(C)cc2)cc1 | 14% |
| COc1ccc(S(=O)(=O)CCc2nc3ccccc3o2)cc1 | 0% |
| O=C(Nc1ccc([N+](=O)[O-])cc1)c1ccccc1C(F)(F)F | 0% |
| FC(F)(F)c1ccc(CN2CCN(Cc3cccnc3)CC2)cc1 | 13% |
| C=C(C)COc1ccccc1/C=C1\N=C(c2ccc(F)cc2)OC1=O | 10% |
| COC(=O)C1=C(C)N(Cc2cccnc2)C(=O)/C1=C\c1cccc(Cl)c1Cl | 17% |
| NS(=O)(=O)c1ccc(NC(=O)CCCN2C(=O)/C(=C/c3ccc(Cl)cc3)SC2=S)cc1 | 6% |
| COc1cc(NC(=O)c2cc(OC)c(OC)c(OC)c2)ccc1NC(=O)c1ccco1 | 7% |
| O=C(C[n+]1ccc(C(=O)N/N=C/c2ccc(OCc3ccccc3)cc2)cc1)c1ccccc1 | 20% |
| CCOC(=O)C1=C(C)N=c2s/c(=C\c3ccc(OCc4ccccc4Cl)cc3)c(=O)n2C1c1ccc(OC)c(OC)c1 (stereo not given) | 0% |
| Cc1cc(OCC(O)CN2CCCCC2)cc(C)c1Cl (stereo not given) | 16% |

By substructure, the compounds so far with a CF3 group (2)
| canonical_smiles | RNase H inhibition |
| --- | --- |
| O=C(Nc1ccc([N+](=O)[O-])cc1)c1ccccc1C(F)(F)F | 0% |
| FC(F)(F)c1ccc(CN2CCN(Cc3cccnc3)CC2)cc1 | 13% |

(cont.)
| canonical_smiles | RNase H inhibition |
| --- | --- |
| COc1ccc(S(=O)(=O)N2CCN(C(=O)c3ccccc3F)CC2)cc1 | 0% |
| NNC(=O)CN1C(c2cccc(Cl)c2)=Nc2ccc(Br)cc2C1c1ccccc1 (stereo not given) | 2% |
| CCc1ccc(OCC(=O)Nc2ccc(O)c(-c3nc4ccccc4s3)c2)cc1 | 10% |
| CCOC(=O)c1c(-c2ccc(Br)cc2)csc1NC(=O)CSc1ccccc1 | 10% |
| CCCCOc1ccc(NC(=O)COc2cccc(C)c2C)cc1 | 5% |
| O=C(Nc1ccc2oc(-c3ccc(F)cc3)nc2c1)c1cc2ccccc2o1 | 4% |
| N#CC1=C(N)SC(N)=C(C#N)C1c1cccc(Oc2ccccc2)c1 | 15% |
| NC(=O)c1cc2nc(-c3ccc(Br)cc3)cc(C(F)(F)F)n2n1 | 10% |
| Cc1ccc(N2C(=N)S/C(=C\c3ccc(C(C)C)cc3)C2=O)cc1C | 23% |
| O=[N+]([O-])c1ccc(Cl)c(C=Nc2ccc3ccccc3c2)c1 | 34% |
| Cc1cc(C)c(N2C(=O)NC(=O)/C(=C\c3ccccc3[N+](=O)[O-])C2=O)c(C)c1 | 0% |
| COc1ccccc1N1CCN(S(=O)(=O)c2ccc(SC)cc2)CC1 | 10% |

Reprinted at random: 3 compounds from above.
| canonical_smiles | RNase H inhibition |
| --- | --- |
| Clc1ccc(OCCCCN2CCOCC2)cc1 | 0% |
| Oc1ccc(Cl)cc1/C=N/c1nccs1 | 0% |
| Cc1cc(C)c(N2C(=O)NC(=O)/C(=C\c3ccccc3[N+](=O)[O-])C2=O)c(C)c1 | 0% |

Other results:
| canonical_smiles | RNase H inhibition |
| --- | --- |
| CCOC(=O)c1ccc(NC(=O)c2c(-c3ccccc3Cl)noc2C)cc1 | 0% |
| COc1ccc(C2=C(C=O)C(c3ccccc3)c3ccccc3O2)cc1OC (stereo not given) | 3% |
| CCOc1ccc2c(c1)C(C)CC(C)(C)N2C(=O)Nc1cccc(Cl)c1 (stereo not given) | 12% |
| CCOC(=O)c1c(N=CN(C)C)c(C#N)c2n1CCC2 | 6% |
| Cn1c(=O)cc2c3c(c(NC4CCCCC4)ccc31)C(=O)c1ccccc1-2 | 17% |
| O=C(CN(c1ccc(Cl)c(Cl)c1)S(=O)(=O)c1ccccc1)N1CCOCC1 | 17% |
| CCOc1ccccc1NC(=O)c1c(NC(=O)C(C)(C)C)sc2c1CCCCC2 | 21% |
| CCOC(=O)C1=C(C)N=c2s/c(=C\c3ccc(OCc4ccc([N+](=O)[O-])cc4)c(OCC)c3)c(=O)n2C1c1ccc(N(C)C)cc1 (stereo not given) | 0% |
| COc1ccccc1C1OCC2C(C)C=C(C)C1C2C (stereo not given) | 6% |
| Cc1ccc2nc(/C(C#N)=C/c3ccc(-c4ccc(Cl)cc4)o3)[nH]c2c1 | 1% |
| Cc1cccc(Cc2cnc(NC(=O)CCN3C(=O)/C(=C/c4ccccc4Cl)SC3=S)s2)c1 | 26% |
| CC(=O)Nc1cccc(NC(=O)c2ccc(Cl)cc2Cl)c1 | 3% |
| O=S(=O)(c1ccccc1)N1CCSC1c1ccc(Br)cc1 (stereo not given) | 11% |
| COc1ccc(OC)c(NC(=O)CN(c2ccc(C(C)C)cc2)S(=O)(=O)c2ccccc2)c1 | 8% |
| CCOc1cccc2cc(-c3nnc(NCc4ccccc4)s3)c(=O)oc12 | 20% |
| Cc1cc([N+](=O)[O-])ccc1-n1c(C)cc(C=O)c1C | 6% |
| CCOc1ccc(N2C(=O)NC(=O)/C(=C\c3ccc(OCC(=O)O)c(OC)c3)C2=O)cc1 | 2% |
| CC1(C)Cc2c(ccc3ccccc23)C(=O)N1 | 6% |
| O=C(Nc1ccccc1O)c1ccc(-c2ccc(Cl)cc2Cl)o1 | 17% |
| COc1cccc(/C=C2/SC(=S)N(CC(=O)O)C2=O)c1O | 11% |
| CC(C)c1ccc(/C=C2\C(=O)NC(=O)N(Cc3ccccc3)C2=O)cc1 | 0% |
| O=C1NN(c2cccc(Cl)c2)C(=O)/C1=C\c1ccc(F)cc1 | 10% |
| CC1CSc2nc3sc4c(c3c(=O)n21)CCCC4 (stereo not given) | 4% |
| O=C(O)c1ccc(C(=O)Nc2ccccc2Oc2ccccc2)c(C(=O)O)c1 | 6% |

Sorted by count of non-hydrogen atoms (rising): 3 of the compounds above
| canonical_smiles | RNase H inhibition |
| --- | --- |
| Cc1cc([N+](=O)[O-])ccc1-n1c(C)cc(C=O)c1C | 6% |
| CCOc1ccc(OCCOCCOc2ccc(C)cc2)cc1 | 14% |
| CCOC(=O)c1c(-c2ccc(Br)cc2)csc1NC(=O)CSc1ccccc1 | 10% |

(continued)
canonical_smiles,RNase H inhibition
O=[N+]([O-])c1ccc(-c2ccc(/C=N\Nc3nc(N4CCCCC4)nc(N4CCCCC4)n3)o2)c(Cl)c1,10%
N#CCCN1CCN(c2cc(N3CCOCC3)c(F)cc2[N+](=O)[O-])CC1,0%
COc1ccc(N2C(=O)/C(=C\c3ccco3)SC2=S)cc1,11%
O=C(NC(=S)Nc1ccc(Cl)cc1)c1cccs1,16%
CCOC(=O)c1c(CN(CCO)CCO)n(C)c2c1cc(OC(C)=O)c1c2c(-c2ccccc2)nn1-c1ccccc1,24%
Cc1cc(C)nc(N2CCN(c3ncnc4c3cnn4-c3ccccc3)CC2)n1,0%
COc1cccc(C2C(C#N)=C(N)OC3=C2C(=O)CC(c2ccccc2)C3)c1OC (stereo not given),15%
Clc1ccc2nc(-n3nc4ccccc4n3)nc(-c3ccccc3)c2c1,0%
COc1ccc(N=Cc2c(O)ccc3oc4c(c23)CCCC4)cc1,12%
COc1ccc(Cl)cc1N(CC(=O)NCC1CCCO1)S(=O)(=O)c1ccc(C)c([N+](=O)[O-])c1 (stereo not given),8%
O=C(O)c1c(Br)c(Br)c(Br)c(Br)c1C(=O)N1CCCC1,3%
S=c1[nH]nc(COc2ccccc2)o1,15%
Cc1c(NC(=O)c2ccc(Cl)c(Cl)c2)cccc1-c1nc2ncccc2o1,5%
O=C(NCCN1CCOCC1)C1CC2CCC1C2 (stereo not given),6%
O=C1C(=O)N(CCCn2ccnc2)C(c2ccccc2[N+](=O)[O-])/C1=C(\O)c1ccc(Cl)cc1 (stereo not given),2%
N#CC(C#N)=Cc1ccc(N2CCCCC2)c([N+](=O)[O-])c1,2%
Cc1ccc(NC(=O)c2cc([N+](=O)[O-])ccc2Cl)cc1,15%
CC(C)(CO)NC(=O)NC12CC3CC(CC(C3)C1)C2,8%
CCCOC(=O)c1cccc(NC(=O)c2cccc(Cl)c2)c1,11%
COc1cc(C2C(C(=O)OCc3ccccc3)=C(C)NC(C)=C2C(=O)OCc2ccccc2)ccc1O,6%
Cc1ccc2oc(-c3cc(NC(=O)c4ccc(C)c([N+](=O)[O-])c4)ccc3O)nc2c1,6%
COC(=O)c1c(O)ccc(-c2ccc(OC)cc2)c1C(=O)OC,6%
C/C(=N\NS(=O)(=O)c1ccc(Cl)cc1)C1CC2CCC1C2 (stereo not given),0%
COc1ccc(C(NC(=O)CC(C)C)NC(=O)CC(C)C)cc1OC,5%
Cc1c(N=Cc2ccccc2)c(=O)n(-c2ccccc2)n1C,7%
COc1ccc2nc(NC(=O)c3ccc(C)c(C)c3)sc2c1,12%
Cc1cc(C)cc(OCC(=O)Nc2ccc(Cl)c(-c3nc4ccccc4o3)c2)c1,4%
CCCCOc1ccc(S(=O)(=O)N=Nc2c(O)[nH]c3ccc([N+](=O)[O-])cc23)cc1,13%
O=C1C2C(C(=O)N1c1ccccc1Cl)C1(c3ccccc3)C(=O)C2(c2ccccc2)C(c2ccccc2)=C1c1ccccc1 (stereo not given),45%
COc1cc(/C=N/NC(=O)CC#N)ccc1OCc1ccccc1Cl,18%
CCN(CC)c1ccc(/C=C(\NC(=O)c2ccccc2)C(=O)NN)cc1,22%
COC(=O)c1ccc(NC(=O)COc2ccc(C)c(C)c2)cc1,19%
Cc1cc(S(=O)(=O)N2CCN(Cc3ccccc3)CC2)c(Cl)cc1Cl,32%
O=C(NC(NC(=S)Nc1ccc(Cl)cc1Cl)C(Cl)(Cl)Cl)c1cccc([N+](=O)[O-])c1 (stereo not given),28%
COc1cc(C2NC(=O)NC(C)=C2C(=O)OC2CCCCCC2)cc(Br)c1O (stereo not given),16%
CCOc1cc(C(=O)NC(=S)Nc2ccc(F)c([N+](=O)[O-])c2)cc(OCC)c1OCC,14%
COc1ccc(S(=O)(=O)N(Cc2ccccc2)c2ccccc2C(=O)N(C)Cc2ccccc2)cc1,25%
CCOc1ccccc1/C=C1/SC(=S)N(NC(=O)c2ccccc2C)C1=O,16%
O=S(=O)(N/N=C/c1ccccc1C(F)(F)F)c1ccc(Cl)cc1,4%
CCCC1CCC(c2ccc(C(=O)NN)cc2)CC1 (stereo not given),0%
O=C(O)CCC(=O)N1N=C(c2ccc([N+](=O)[O-])cc2)CC1c1ccccc1Cl (stereo not given),0%
COc1cc(C=Nc2ccccc2)cc(Br)c1O,2%
Cc1c(Cl)cccc1NC(=O)C1C(c2ccccc2)=C1c1ccccc1,29%
CC(C)C(C(=O)O)N1C(=O)/C(=C/c2ccccc2O)SC1=S (stereo not given),12%
O=C(NC(=S)Nc1cc(Cl)c(Cl)cc1Cl)c1ccccc1I,17%
N=C1/C(=C/c2ccc(OS(=O)(=O)c3ccccc3)cc2)C(=O)N=C2SC(c3ccccc3)=NN12,19%
CC(=O)Nc1ccccc1NC(=O)c1ccccc1,4%
COc1cc(/C=N/NC(=O)/C(=C\c2ccc3c(c2)OCO3)NC(=O)c2ccccc2)cc(OC)c1O,13%
O=C(Cc1ccccc1)Nc1ccccc1C(=O)N1CCN(Cc2ccccc2)CC1,36%
CCOc1ccc(CN2CCN(C(=O)c3cccc(F)c3)CC2)cc1,2%
CC(C)COc1ccc2c(c1)c1c3c(nccn32)CCC1,25%
Cc1ccc(-c2nc(N/N=C/c3ccccc3Cl)c3ccccc3n2)cc1,58%*
CN1C(=O)/C(=C/c2ccc(N3CCCC3)cc2)C(=O)N(c2ccccc2)C1=S,15%
COc1ccc(NC(=O)/C(=C\c2ccc([N+](=O)[O-])cc2)NC(=O)c2ccccc2)cc1,11%
CC(=O)NC(C(Cl)(Cl)Cl)S(=O)(=O)c1ccccc1 (stereo not given),3%
